HTR5A inv ag – counter-screen for OPRM1-OPRD1 inverse agonists: human HTR5A inverse agonism | P47898 | inhibition, % at 9.3 µM | HTR5A cell line, luminescence | hit rate 0.083% among 340,000; in the data active means inhibition mostly above about 23%, no sharp cut-off; inactive means mostly below about 18%;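 further: 0% = cells with DMSO and 100% = no-cell wells with DMSO; some compounds called inactive have numbers as strong as hits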
Target sequence (P47898 whole entry, looked up): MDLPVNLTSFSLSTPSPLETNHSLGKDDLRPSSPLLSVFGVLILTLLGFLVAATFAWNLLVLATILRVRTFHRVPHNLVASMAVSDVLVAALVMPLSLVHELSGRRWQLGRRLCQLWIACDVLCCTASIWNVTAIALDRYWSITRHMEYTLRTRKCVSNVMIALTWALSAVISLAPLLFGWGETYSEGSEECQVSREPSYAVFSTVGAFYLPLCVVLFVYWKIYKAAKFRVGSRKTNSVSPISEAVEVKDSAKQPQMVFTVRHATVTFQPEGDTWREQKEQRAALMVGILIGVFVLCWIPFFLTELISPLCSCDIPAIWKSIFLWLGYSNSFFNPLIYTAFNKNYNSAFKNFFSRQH
NSD2 HMT inh – inhibitors of human histone methyltransferase NSD2 | AID 743445 | O96028 | inhibition, % at 12.5 µM | NSD2 peptide methylation, AlphaScreen, 120 min | hit rate 0.54% among 310,000; in the data active means inhibition above about 50%
MITF act – activators of MITF-driven TRPM1 promoter activity in SK-MEL-5 cells. SK-MEL-5 TRPM1-promoter luciferase, 24 h; % of positive control, neutral wells = 0. activation, % at 12.5 µM. hit rate 0.75% among 300,000;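 active means mean activation of at least 80% with every replicate also reaching 80%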;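 further: 0% = neutral control wells and 100% = parthenolide positive control wells; values of inactives mirror those of a sister screen read the other way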
CDK5 inh – blocks human CDK5/p35 kinase activity. Q00535+Q15078. Recombinant CDK5/p35, ADP-Glo luminescence, 60 min. inhibition, % at 10 µM. hit rate 0.01% among 330,000. AID 488839;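 active means highest replicate inhibition of at least 50% and at least 75% of replicates reaching 50%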;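 further: plate controls were DMSO neutral control for no effect and GW8510 at 10 µM for full effect; many of its hits are not listed in these tables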
dFosB activator – mouse delta FosB homodimer activation. AID 493131. P13346. purified delta FosB, TAMRA-CDK5 oligo fluorescence polarization; percent of positive-control signal above neutral wells. hit rate 0.99% among 340,000. activation, % at 25 µM;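 active means mean activation above about 17%, with every replicate also reaching it, limit read from the data, passing the limit was not always enough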;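 further: fluorescence polarization rise as delta FosB binds a TAMRA Cdk5 AP-1 oligo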
V-ATPase pH – yeast V-ATPase proton transport regulation by pHLuorin | S. cerevisiae, pHLuorin cytosolic pH fluorescence | hit rate 0.37% among 350,000 | response, % at 10 µM; in the data active means response mostly above about 7.3%, no sharp cut-off; inactive means mostly below about 5.4%; further: actives read high; inactives centre near 0; some compounds called inactive have numbers as strong as hits; reference of the scale not given here
Wnt act – Wnt/beta-catenin pathway activation. activation, % at 9.35 µM. Wnt/beta-catenin reporter cell assay, activator, plate reader. AID 743398. hit rate 1.2% among 300,000; in the data active means activation above about 30%, passing the limit was not always enough;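 further: 0% = neutral control wells and 100% = positive control wells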
HTR5A ag – counter-screen for OPRM1-OPRD1 agonists: human HTR5A agonism | hit rate 0.61% among 340,000 | HTR5A agonist assay, luminescence, cell-based | activation, % at 9.3 µM | P47898; in the data active means activation mostly above about 9.5%, no sharp cut-off; inactive means mostly below about 7.6%;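 further: 0% = cells with vehicle only and 100% = reference agonist; strong numbers were not always called active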
SR-BI HDL uptake – mouse SR-BI HDL lipid transfer inhibition; Q61009; ldlA[mSR-BI] CHO cells, DiI-HDL uptake fluorescence, 3 h; inhibition, % at 12.5 µM; hit rate 0.96% among 320,000;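 active means mean replicate inhibition of at least 70% and a set share of replicates each scoring 70 or more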;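 further: 0% = median of neutral control wells and 100% = median of positive control wells; values of inactives mirror those of a sister screen read the other way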
Target sequence (Q61009 whole entry, looked up): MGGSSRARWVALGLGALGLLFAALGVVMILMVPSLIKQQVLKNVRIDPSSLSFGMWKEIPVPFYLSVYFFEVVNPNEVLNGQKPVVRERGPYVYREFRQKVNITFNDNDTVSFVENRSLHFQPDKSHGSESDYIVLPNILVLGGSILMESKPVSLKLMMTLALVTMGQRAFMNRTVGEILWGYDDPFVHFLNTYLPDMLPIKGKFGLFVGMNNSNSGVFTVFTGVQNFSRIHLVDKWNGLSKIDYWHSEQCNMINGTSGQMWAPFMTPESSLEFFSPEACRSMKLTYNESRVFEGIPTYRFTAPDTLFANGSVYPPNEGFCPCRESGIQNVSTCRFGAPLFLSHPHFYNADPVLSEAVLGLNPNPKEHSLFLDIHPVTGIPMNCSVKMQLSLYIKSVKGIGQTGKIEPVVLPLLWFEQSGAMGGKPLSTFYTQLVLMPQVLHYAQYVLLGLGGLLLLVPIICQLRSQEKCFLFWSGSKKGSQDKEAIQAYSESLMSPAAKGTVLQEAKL
PvdQ inh – blocks Pseudomonas aeruginosa PvdQ acylase activity; purified PvdQ acylase, fluorescence plate reader; inhibition, % at 10 µM; hit rate 0.063% among 340,000; AID 488965; in the data active means inhibition above about 30%, passing the limit was not always enough;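 further: 0% = vehicle neutral wells and 100% = reference inhibitor wells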
Starred values were filed as active, the others as inactive; nt = not tested or not shown.

Sample of the layout, three compounds:
SMILES	HTR5A inv ag	NSD2 HMT inh	MITF act	CDK5 inh	dFosB activator	V-ATPase pH	Wnt act	HTR5A ag	SR-BI HDL uptake	PvdQ inh
COc1ccc(Cc2nnc(NS(C)(=O)=O)s2)cc1	-28.0	-1.4	5.4	0.2	-0.6	1.6	-1.4	0.6	-8.2	-12.9
C/C(CC(=O)NC1CCCCC1)=N\NC(=O)COc1ccc(C)cc1Br	-9.2	-3.1	11.4	-1.7	-5.3	-2.6	-1.2	3.7	18.6	-7.7
Cc1cccc2sc(NC(=O)[C@H](C)N3C(=O)C4CC=CCC4C3=O)nc12 (stereo partly drawn)	-27.1	0.9	-17.3	-0.9	-9.8	-2.6	1.4	8.6	56.0	0.3

The list itself (from the top)
SMILES	HTR5A inv ag	NSD2 HMT inh	MITF act	CDK5 inh	dFosB activator	V-ATPase pH	Wnt act	HTR5A ag	SR-BI HDL uptake	PvdQ inh
COc1ccc(Cc2nnc(NS(C)(=O)=O)s2)cc1	-28.0	-1.4	5.4	0.2	-0.6	1.6	-1.4	0.6	-8.2	-12.9
C/C(CC(=O)NC1CCCCC1)=N\NC(=O)COc1ccc(C)cc1Br	-9.2	-3.1	11.4	-1.7	-5.3	-2.6	-1.2	3.7	18.6	-7.7
Cc1cccc2sc(NC(=O)[C@H](C)N3C(=O)C4CC=CCC4C3=O)nc12 (stereo partly drawn)	-27.1	0.9	-17.3	-0.9	-9.8	-2.6	1.4	8.6	56.0	0.3
COc1ccc(C(CNC(=O)Cc2ccccc2F)N2CCCCC2)cc1 (stereo not drawn)	-24.1	0.9	0.0	1.0	-0.5	2.9	-1.2	4.9	-2.9	-9.1
O=C(N1CCOCC1)N1CCN(c2ccccc2)CC1	16.9	5.4	-3.5	1.2	-12.2	-1.8	nt	-6.6	-23.9	-12.7
C#CCN(CC=C)C(=O)c1ccc2nc(C3CCCCC3)oc2c1	-1.7	-0.4	nt	0.0	-9.6	3.9	0.5	0.5	0.8	-14.9
CC(=O)c1cccc(CN2CCC(n3nccc3NC(=O)CCOc3ccccc3)CC2)c1	2.1	-0.9	7.6	-1.2	-5.9	2.1	-0.7	-0.9	9.0	-7.4
Fc1ccc(-c2csc(-c3ccccn3)n2)cc1F	-14.8	-0.3	19.5	-1.1	5.9	-1.6	9.1	5.4	4.1	33.1*
CCC(=O)N1CCc2cc(S(=O)(=O)NC(Cc3ccccc3)C(=O)NC3CCCCC3C)ccc21 (stereo not drawn)	8.8	-0.1	5.6	-0.8	-0.3	-2.8	nt	8.2	nt	-15.6
COCCn1c(SCC(=O)Nc2cccc(NC(C)=O)c2)nc2c([nH]c3ccccc32)c1=O	5.6	-0.9	-16.4	1.4	10.1	10.3	2.3	-2.3	12.2	14.8
O=C(CCNC(=O)c1ccccc1Cl)NCCCSc1ccccc1	11.5	-1.1	nt	0.5	1.0	3.1	-4.6	-4.5	-9.9	-14.5
O=S(=O)(Nc1ccccc1N1CCCCC1)c1ccc(Cl)s1	0.3	3.8	-4.1	-2.8	-1.6	2.7	-3.5	1.5	nt	-8.0
COc1ccc(C2c3ccc4ccccc4c3Oc3ncn(CCN4CCOCC4)c(=N)c32)cc1OC (stereo not drawn)	3.0	4.9	-31.9	1.2	-28.3	-1.1	-16.2	-1.1	-13.6	-12.2
COc1ccc(OC)c(NC(=O)CN(c2ccc(C)cc2)S(=O)(=O)c2c(C)noc2C)c1	-4.7	-3.0	-2.9	-0.1	-9.5	1.3	nt	-0.2	9.2	-9.9
CCc1c(C(=O)NCc2ccc3c(c2)OCO3)[nH]c(C)c1C(C)=O	-2.3	1.6	nt	-0.2	2.3	-4.1	nt	1.9	13.9	17.0
COc1ccc(NC(=O)c2ccccc2Oc2ccccc2)c(OC)c1	-1.7	2.9	7.4	0.4	-9.9	1.9	-1.0	0.5	55.9	9.7
CC(C)CNC(=O)C1CCCN(C(=O)NCc2ccccc2)C1 (stereo not drawn)	-15.8	-1.0	5.5	0.8	-2.7	3.7	-0.9	-2.2	-18.9	-3.6
c1ccc(CC2CCN(c3nc4ccccc4n4cnnc34)CC2)cc1	8.1	0.7	-4.3	0.4	-4.0	0.1	nt	-8.0	14.4	-4.2
COc1ccc(-c2nn(-c3ccccc3)cc2C(=O)NC2CCCCC2C)cc1 (stereo not drawn)	18.9	-2.7	5.5	1.5	-14.4	-0.7	-0.5	-7.2	60.0	-13.9
C=CCC[C@H](Cc1ccc(F)cc1)C(=O)O[C@H](CNC(=O)[C@@H](CC=C)CC(=O)N(CCO)Cc1ccccc1)c1ccccc1	-5.3	nt	-6.6	-0.5	-7.4	-2.2	-11.0	1.5	17.6	-14.0
O=C(COc1ccc2ccccc2c1Br)Nn1cnnc1	-14.4	-3.1	-5.0	-0.8	2.9	0.8	nt	2.8	-16.4	11.4
N#CC1(NC(=O)COC(=O)CN2C(=O)c3ccccc3C2=O)CCCCC1	-16.5	0.2	-2.1	1.9	-0.7	2.9	0.0	2.3	-8.4	-11.6
COc1ccc(C2=Nn3c(nnc3-c3ccccc3Cl)SC2)cc1OC1CCOC1 (stereo not drawn)	7.9	nt	6.8	0.9	-5.2	-3.3	17.6	-1.8	-3.1	-7.4
O=c1oc2c(CN3CCCCC3)c(O)ccc2c2c1CCCC2	7.4	2.5	23.6	4.5	-11.5	0.8	-2.2	9.5	-43.6	11.6
COc1ccccc1/C=N/NC(=O)C(=O)N1CCN(c2ccccc2OC)CC1	11.8	-0.3	1.8	-0.4	-3.0	0.3	-3.3	2.7	0.4	-12.1
CC1CCc2c(nc3ncnn3c2N2CC(C)OC(C)C2)C1 (stereo not drawn)	-0.3	0.5	7.1	0.4	-6.5	5.1	nt	-4.1	-16.5	-7.2
CCOc1ccc(OC(=O)NC(c2ccccc2)C(Cl)(Cl)Cl)cc1 (stereo not drawn)	9.4	0.4	nt	2.2	-2.7	1.4	-4.3	-0.9	-6.3	-11.4
Cc1cccnc1NC(=O)CNC(=O)c1ccccc1	-5.8	-0.2	3.7	1.3	-3.4	-2.1	3.6	2.1	-28.4	-11.1
O=C(CCC1CCCC1)Nc1ccccc1-c1ccccc1	6.0	-10.1	3.7	2.9	-1.8	-4.0	nt	-2.2	6.5	9.2
O=C(COC(=O)c1cc([N+](=O)[O-])ccc1N1CCOCC1)Nc1ccc(Cl)cc1	-13.9	1.9	-0.5	-0.7	-1.0	-0.6	-4.3	0.6	40.1	-9.3
CCOC(=O)c1nnn(CC(=O)Nc2cccc(F)c2)c1C(=O)OCC	-5.3	nt	nt	-0.3	-2.5	0.4	-5.4	1.5	19.7	-7.9
COCCCN(CC(=O)Nc1ccc(F)cc1)S(=O)(=O)c1cccs1	-3.4	-1.1	-2.2	-0.2	-6.1	-5.0	-6.0	1.2	-21.5	7.7
COc1sc(SC)cc1/C=N/NC(=O)c1ccncc1	-0.1	-2.1	1.3	-0.4	-3.3	-2.7	-0.5	0.0	nt	-7.1
CC1CCCC(NC(=O)c2cc(S(=O)(=O)N3CCOCC3)ccc2F)C1C (stereo not drawn)	-28.6	2.3	-5.4	nt	-4.3	0.6	-0.6	1.5	5.1	3.7
O=C(Cc1ccc(Br)cc1)NC1CCN(Cc2ccccc2)CC1	13.3	0.6	1.4	2.1	-3.2	-1.3	-0.4	-1.9	36.9	-0.5
CN(C)CCCNC(=O)c1cc(C(=O)Cc2ccccc2)c[nH]1	13.6	7.0	-3.7	2.8	-1.3	2.5	-3.4	-5.5	-2.0	-0.3
CCCNC(=O)NC(=O)COC(=O)c1ccc(S(=O)(=O)N(C)c2ccccc2OC)cc1	-9.6	3.5	-2.0	1.8	-7.6	1.1	0.1	3.3	3.0	-3.2
O=S(=O)(c1ccccc1)c1ncc(C(F)(F)F)cc1O	-7.2	nt	8.7	-0.5	-10.5	-1.4	-2.1	2.6	-17.9	-17.2
CCN(c1ccccc1)S(=O)(=O)c1ccc(Cl)c(NC(=O)CNCc2ccccc2OC)c1	-19.7	-7.6	-12.6	-0.7	-4.6	2.3	-5.6	5.5	34.7	-4.7
COc1ccc(/C=N/NC(=O)C2c3ccccc3-c3ccccc32)cc1	-19.6	1.2	-12.6	-0.4	21.9*	26.6*	-5.3	5.5	7.8	-3.9
Cc1cc(=O)[nH]c2ccc(S(=O)(=O)Nc3ccccc3)cc12	-7.8	-0.7	-4.1	-0.1	-3.3	7.0	1.7	-3.1	-4.1	-0.7
CCOc1ccc2oc(C(=O)N3CCN(c4ccccn4)CC3)c(C)c2c1	10.7	0.3	3.3	-5.0	-10.9	0.7	16.9	-4.2	3.6	-9.2
CCN1C[C@@H]2[C@@H]3C(=O)N(Cc4ccccc4)C(=O)[C@@H]3[C@](C)(C(=O)OC)N2C1=NC1CCCCC1	-0.6	nt	3.8	7.1	-0.1	-2.9	-1.5	0.2	-47.0	-0.4
CCn1c(=O)c(C(=O)NNC(=O)c2ccccc2Br)c(O)c2ccccc21	1.2	-4.4	10.5	-2.1	-6.2	2.3	-3.6	-0.5	-0.2	-4.4
CN(C)C(=O)c1cc(C(=O)c2ccccc2Cl)c[nH]1	-2.4	-3.2	4.9	1.1	-4.9	-1.4	nt	0.9	8.2	-9.7
COCCNc1nnc(SC(C)C(=O)Nc2c(C)n(C)n(-c3ccccc3)c2=O)s1 (stereo not drawn)	-12.5	nt	-9.8	0.3	-1.6	-1.2	-1.3	4.3	-0.9	-7.0
COc1cc(OC)cc(C(=O)NCc2n[nH]c(=S)n2-c2ccccc2OC)c1	-3.0	1.5	-3.9	0.9	-8.1	-43.7	nt	-3.7	13.2	-11.9
COc1cc(C(=O)Oc2c(OC)cc(C(=S)N3CCOCC3)cc2OC)cc(OC)c1OC	-15.3	9.8	nt	0.2	-10.0	0.0	3.3	4.5	-3.5	-6.5
CC(=O)NCCc1c(C)n(Cc2ccccc2)c2ccccc12	-14.8	4.8	nt	0.3	-5.2	-2.9	0.0	4.0	-1.0	-15.5
COc1cc(OC)cc(C(=O)N2CCN(C(=O)c3ccc(-c4ccccc4)cc3)CC2)c1	10.4	-2.5	1.8	1.1	-2.7	-0.8	-0.7	-3.9	79.4*	3.5
CC(C)(C)C(=O)/C=c1\[nH]c(=O)/c(=C\c2ccc(C#N)cc2)s1	-19.6	2.6	4.7	0.6	1.5	6.3	-5.7	3.2	-0.8	6.1
Cc1ccc(C2=NS(=O)(=O)N(C)C(C(=O)NCc3ccccc3)=C2)cc1	0.0	nt	nt	-0.3	-1.6	-2.4	-0.3	0.0	-23.1	-8.3
CN(C)c1ccc(/C=N/NC(=O)c2ccccc2O)o1	11.3	-0.3	0.9	0.2	2.6	-2.1	-0.1	-3.9	-16.7	0.1
O=C(NCC1CCCO1)C1CCCCN1S(=O)(=O)c1ccc(F)cc1 (stereo not drawn)	-7.7	-3.5	4.4	0.6	-2.7	-1.6	nt	2.9	5.8	-3.5
O=C(NCc1cccnc1)c1cc(S(=O)(=O)N2CCCC2)c(Cl)cc1Cl	-0.4	-6.4	-8.0	-1.7	5.1	0.9	-0.6	0.2	nt	-14.1
Cc1sc2nc(C)n(/N=C/c3ccccc3)c(=O)c2c1C	-13.4	-0.7	nt	0.1	-1.9	-7.2	nt	4.9	18.7	-4.7
CN(C(=O)COC(=O)c1cc(Br)c(Br)s1)C1CCS(=O)(=O)C1 (stereo not drawn)	-14.1	-4.0	15.3	-1.0	-4.1	1.0	nt	-2.4	27.3	3.5

From PubChem BioAssay
